# BH1578 lux ind: inducers of Vibrio cholerae quorum light production without autoinducers, primary screen, BH1578 luxS cqsA deficient, single point. actives 0.16% (n = 350,000). activation, % at 18.7 µM. V. cholerae BH1578 lux reporter, luminescence, 6 h; in the data active means activation mostly above about 9.7%, no sharp cut-off; inconclusive means no clear call, values can overlap the other calls; inactive means mostly below about 3.7%; further: not every result past the cut was called active; inactives centre near 0; reference of the scale not given here
# TcdB GH inh: TcdB glycohydrolase inhibitors, primary screen, biochemical, single point, plate reader; Toxin B (Clostridioides difficile), P18177; TcdB glycohydrolase enzymatic assay; inhibition, % at 9.99 µM; actives 0.24% (n = 350,000); in the data active means inhibition above about 10%
# PfHsp40 rescue: rescue of yeast from PfHsp40 toxicity, primary screen, S. cerevisiae, ATP luminescence | S. cerevisiae expressing PfHsp40, growth rescue | growth rescue, % at 12.5 µM | actives 0.68% (n = 340,000); in the data active means growth rescue above about 28%, passing the limit was not always enough; inconclusive means no clear call, values can overlap the other calls;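 further: yeast W303a lacking pdr1 and pdr3 grown in galactose medium; growth measured after three days at 30 °C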
# DUSP3 inh: VHR1 phosphatase inhibitors, primary screen, biochemical, absorbance, uHTS. recombinant VHR phosphatase, pNPP absorbance. inhibition, % at 13.3 µM. actives 0.52% (n = 290,000); in the data active means inhibition above about 50%; further: some compounds called inactive have numbers as strong as hits
# Target sequence (P51452 whole entry, looked up): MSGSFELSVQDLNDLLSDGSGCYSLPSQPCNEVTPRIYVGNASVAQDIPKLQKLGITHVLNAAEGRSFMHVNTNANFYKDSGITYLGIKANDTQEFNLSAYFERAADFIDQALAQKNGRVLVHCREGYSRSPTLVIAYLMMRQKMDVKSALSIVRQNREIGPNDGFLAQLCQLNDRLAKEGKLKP
# 3CLpro inhibitor: SARS-CoV 3CLpro protease inhibitors, primary screen, biochemical, quenched FRET; AID 1706, 2009; actives 0.14% (n = 290,000); recombinant SARS-CoV 3CLpro, quenched FRET peptide cleavage; Replicase polyprotein 1ab (Severe acute respiratory syndrome coronavirus), P0C6X7; inhibition, % at 6 µM; in the data active means inhibition above about 12%
# Yp Topo-I inh: Yersinia pestis topoisomerase I inhibitors, primary screen, biochemical, cleavage product accumulation, plate reader, single point. DNA topoisomerase I (Yersinia pestis CO92). Y. pestis Topo-I cleavage product accumulation. activity, % at 10 µM. actives 0.064% (n = 360,000). AID 504884, 2011; in the data active means activity above about 50%, passing the limit was not always enough; inconclusive means no clear call, values can overlap the other calls; further: inactives centre near 2
# BoNT-A LC inh2: BoNT/A light chain protease inhibitors, primary screen, biochemical, flow cytometry, MLPCN library; actives 0.17% (n = 360,000); inhibition, % at 10 µM; multiplex microsphere protease substrate cleavage; Botulinum neurotoxin type A light chain protease (Clostridium botulinum A str. ATCC 3502); AID 588499, 2011; further: plate controls were buffer without enzyme for full effect and enzyme alone for no effect
# Anthrax LF inh2: Bacillus anthracis LF protease inhibitors, primary screen, biochemical, multiplex microsphere, MLPCN library; multiplex microsphere protease cleavage assay; inhibition, % at 10 µM; actives 0.12% (n = 360,000); AID 588501, 2011; further: plate controls were buffer without enzyme for full effect and enzyme alone for no effect
# Target sequence (P15917 whole entry, looked up): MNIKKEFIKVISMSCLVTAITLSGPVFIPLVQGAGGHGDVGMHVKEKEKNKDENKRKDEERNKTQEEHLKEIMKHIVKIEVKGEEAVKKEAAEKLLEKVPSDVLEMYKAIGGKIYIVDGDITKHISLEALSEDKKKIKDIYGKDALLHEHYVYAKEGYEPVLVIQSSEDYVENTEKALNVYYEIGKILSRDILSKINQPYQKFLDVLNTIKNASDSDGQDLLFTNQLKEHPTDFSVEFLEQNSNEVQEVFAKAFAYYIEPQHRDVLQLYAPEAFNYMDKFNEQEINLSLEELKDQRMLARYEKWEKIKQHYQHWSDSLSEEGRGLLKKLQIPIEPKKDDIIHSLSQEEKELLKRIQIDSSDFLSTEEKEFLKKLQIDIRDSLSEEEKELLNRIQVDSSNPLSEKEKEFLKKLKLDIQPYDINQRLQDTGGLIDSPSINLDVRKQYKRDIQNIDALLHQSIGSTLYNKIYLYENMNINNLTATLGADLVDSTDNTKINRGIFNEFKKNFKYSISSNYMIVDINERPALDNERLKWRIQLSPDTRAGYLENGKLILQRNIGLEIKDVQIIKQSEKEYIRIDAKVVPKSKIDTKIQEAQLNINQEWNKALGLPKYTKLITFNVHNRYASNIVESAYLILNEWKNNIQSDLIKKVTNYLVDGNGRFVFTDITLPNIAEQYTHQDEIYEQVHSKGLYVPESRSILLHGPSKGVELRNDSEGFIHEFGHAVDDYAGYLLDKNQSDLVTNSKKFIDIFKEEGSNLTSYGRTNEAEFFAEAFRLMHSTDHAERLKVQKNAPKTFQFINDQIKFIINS
# CCHFV vOTU inh: CCHFV vOTU protease inhibitors, primary screen, biochemical, Pep-AMC substrate, fluorescence. actives 0.55% (n = 370,000). inhibition, % at 11.5 µM; in the data active means inhibition above about 30%; further: 0% = vehicle wells with enzyme and 100% = no enzyme wells
# SSB-PriA inh: inhibitors of Klebsiella pneumoniae PriA binding to SSB C-terminal tail, primary screen, biochemical, AlphaScreen; AlphaScreen SSBct-PriA binding, biotinylated peptide; inhibition, % at 33 µM; actives 0.6% (n = 430,000); in the data active means inhibition mostly above about 37%, no sharp cut-off; inactive means mostly below about 20%;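 further: plate controls were negative control peptide for no effect and reference peptide for full effect; strong numbers were not always called active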
# Starred values were filed as active, the others as inactive; i = inactive; ? = inconclusive; · = no result given. Unless noted, no stated cut-off is given here; in the data, active means inhibition above about 30%; inconclusive means no clear call, values can overlap the other calls; inactive means below that. This is a subset; count on the stated rates, not on these rows.
SMILES,BH1578 lux ind,TcdB GH inh,PfHsp40 rescue,DUSP3 inh,3CLpro inhibitor,Yp Topo-I inh,BoNT-A LC inh2,Anthrax LF inh2,CCHFV vOTU inh,SSB-PriA inh
Cc1ccc(C)c(NS(=O)(=O)c2ccc3[nH]c(=O)[nH]c3c2)c1,-0.6,1.3,-0.2,-20,1,-1,-0.4,0,-9,-5
O=S(=O)(c1ccc(Cl)cc1)n1ccc2cccnc21,i,·,7.6,4,-1,1,0.3,-2,10,-1
O=C(O)CCC(=O)N(Cc1cccs1)Cc1cccs1,·,·,-1.3,15,2,1,0.2,-16,-3,-18
CCOC(=O)/C(C)=C1\NC(C)(C)Cc2ccccc21,-0.6,0.4,0.1,42,5,3,1.1,-1,-8,·
Cc1ccc(C(=O)N2CCN(C)CC2)cc1S(=O)(=O)N1CCCCC1,-3.3,·,0.7,8,-4,-8,-0.7,1,2,8
Cc1cc(N)n(-c2ccc(Oc3ccccc3)c(S(=O)(=O)O)c2)n1,i,-1.1,0.7,24,4,10,0.4,-11,9,-16
Cc1ccc(-n2cccc2/C=C2\C(=N)N3N=C(C(C)C)SC3=NC2=O)cc1,-0.3,0.0,2.1,24,2,19,0.3,-1,7,3
Cc1cc(C)cc(N(CC(=O)NC2CCC(C)CC2)S(=O)(=O)c2c(C)noc2C)c1 (stereo unspecified),-0.4,0.9,0.4,-5,0,3,0.1,0,26,-23
O=C(Nc1ccccc1)c1ccc(F)cc1F,i,0.1,-1.2,·,·,-1,0.6,-1,11,-15
O=C(CCCn1c(=O)c2cccn2c2cccnc21)NCc1cccc(Br)c1,-2.0,2.6,0.9,5,3,-2,2.0,0,-10,8
O=C(NCC(=O)N1CCN(Cc2ccccc2)CC1)c1ccc(Cl)cc1,-0.7,-1.0,-1.3,57*,-4,12,-3.6,-4,-6,0
CC(C)c1noc2ncc(C(=O)c3cc(Cl)cc(Cl)c3O)cc12,-0.1,·,-0.8,9,8,-8,-0.4,-1,5,-2
O=C(CCCN1C(=O)/C(=C/c2cccs2)SC1=S)NNC(=O)c1cccnc1,0.4,0.7,0.8,-23,3,2,1.0,-8,-9,4
O=C(Nc1ccncc1)c1cccs1,0.3,·,0.4,8,-2,6,-0.9,-6,5,3
CCCC1=[N+](CC)CCn2c(C)ccc21,-0.5,·,2.6,9,-9,0,1.6,5,5,-20

# Profiles, looked up by structure. Order of values: BH1578 lux ind, TcdB GH inh, PfHsp40 rescue, DUSP3 inh, 3CLpro inhibitor, Yp Topo-I inh, BoNT-A LC inh2, Anthrax LF inh2, CCHFV vOTU inh, SSB-PriA inh
# Shown for O=C(O)CCC(=O)N(Cc1cccs1)Cc1cccs1 → ·, ·, -1.3, 15, 2, 1, 0.2, -16, -3, -18
# Shown for O=C(CCCN1C(=O)/C(=C/c2cccs2)SC1=S)NNC(=O)c1cccnc1 → 0.4, 0.7, 0.8, -23, 3, 2, 1.0, -8, -9, 4
# Shown for CCCC1=[N+](CC)CCn2c(C)ccc21 → -0.5, ·, 2.6, 9, -9, 0, 1.6, 5, 5, -20
# Shown for Cc1ccc(-n2cccc2/C=C2\C(=N)N3N=C(C(C)C)SC3=NC2=O)cc1 → -0.3, 0.0, 2.1, 24, 2, 19, 0.3, -1, 7, 3

# (next part)
SMILES,BH1578 lux ind,TcdB GH inh,PfHsp40 rescue,DUSP3 inh,3CLpro inhibitor,Yp Topo-I inh,BoNT-A LC inh2,Anthrax LF inh2,CCHFV vOTU inh,SSB-PriA inh
CCCNC(=O)C1(C)CCN(Cc2csc(-c3ccc(Cl)cc3)n2)C1 (stereo unspecified),-1.2,0.2,·,·,·,7,-0.1,-3,5,·
Cc1nn(-c2ccccc2)c2c1C(c1cccs1)C(C#N)=C(N)O2 (stereo unspecified),-0.1,·,1.7,22,-1,-17,-0.1,-6,·,3
Cc1ccc(C(=O)NN2CCOCC2)cc1,-2.9,·,-1.6,20,2,10,?,1,-1,3
COc1ccc(NS(=O)(=O)c2ccc3c(c2)n(C)c(=O)n3C)cc1,-6.2,0.8,-1.0,0,1,-2,0.2,-9,-5,0
CC1(C(=O)NS(=O)(=O)c2ccccc2C(F)(F)F)CCN1C(=O)COc1ccc(Cl)cc1 (stereo unspecified),i,0.1,·,·,·,-5,0.7,-3,-12,·
NC(=O)c1cc2ccccc2o/c1=N\NC(=O)c1ccco1,-0.2,·,-0.2,0,0,3,-0.4,-3,-16,·
COc1ccc(N(CC(=O)N/N=C/c2ccc3c(c2)OCO3)S(=O)(=O)c2ccc(NC(C)=O)cc2)cc1,-0.8,0.0,0.2,3,1,0,-0.7,0,0,·
COc1ccc(C)cc1C1=CC(=O)C[C@H](c2ccc(F)cc2)C1,-1.2,0.8,10,·,·,34,-0.4,-4,0,-21
O=C(NC(=S)NCc1ccco1)c1ccccc1[N+](=O)[O-],-1.1,-1.1,0.4,14,2,0,0.8,7,-5,-16
O=C(O)C(Oc1ccc2c3c(c(=O)oc2c1)CCC3)c1ccccc1 (stereo unspecified),-10,·,-1.1,7,-5,6,-0.3,-9,-1,-13
O=c1cc(N2CCCC2)[nH]c(=O)n1-c1ccc(Cl)cc1,-6.7,-0.1,-0.6,5,0,1,-0.4,4,-5,-8
Cc1ccc(CSCCNC(=O)CN(c2cc(C)ccc2C)S(C)(=O)=O)cc1,0.6,1.0,3.9,26,2,13,-0.1,-5,-10,-4
O=C(N/N=C/c1cc(Br)ccc1O)c1cccc(N2CCCC2=O)c1,-0.3,·,0.5,-8,-4,-4,-1.9,-3,32*,·
CC(=O)N1C[C@H]2CON(C)[C@H]2C[C@H]1c1ccccc1,·,0.1,·,·,·,·,-0.2,-9,12,·
C=CCN=C(NC#N)SCC(=O)NC(C)(C)C,-0.5,·,-0.2,-38,-1,3,-0.1,-2,6,-12
CCOc1ccc(C(=O)CCN2CCOCC2)cc1,i,1.2,-1.3,-16,-1,6,·,·,2,12
COc1ccccc1CNC(=O)[C@@H]1CCCN1S(=O)(=O)c1ccccc1F,-0.5,0.2,0.2,16,-2,-3,-4.2,-11,16,-4
COc1ccc(NC(=O)CN(C)C(=O)C2CC(=O)N(c3cccc4ccccc34)C2)cc1 (stereo unspecified),-7.1,0.3,0.7,·,·,4,0.3,-2,-5,-3
Cn1c(=O)cc(SCC(=O)N2CCN(C3CCCCC3)CC2)c2ccccc21,i,0.8,-1.4,·,·,21,2.2,-6,-8,7
COC(=O)c1cc(=O)[nH]c(SCc2cccc(C)c2)n1,-0.2,0.0,-1.0,-11,1,-2,-0.5,0,2,-2
O=C1CCC/C(=N/Nc2ccc(Cl)cc2)C1,1.6,0.1,0.1,14,6,-4,-0.6,-11,9,·
O=C1CCC2CN3CCc4c([nH]c5ccccc45)C3CC2C1 (stereo unspecified),i,-6.9,·,·,·,-5,0.3,-3,5,·
O=C(N/C(=C\c1ccc(Br)cc1)c1nc2ccccc2[nH]1)c1ccco1,-5.0,·,0.0,10,-1,10,0.4,-1,24,-4
Cc1ccc([C@H]2C[C@H](n3cc(COC(=O)c4ccccc4)nn3)[C@@H](O)CN2CC2CCCCC2)cc1,i,0.1,·,·,·,14,-0.3,0,2,·
O=C(C(Cc1ccccc1)n1cccc1)N1CCc2ccccc21 (stereo unspecified),-0.1,2.3,-1.6,24,3,-2,-0.1,1,-1,-12
Cc1nonc1C1CCCN1C(=O)c1cc(COc2cccc(C(F)(F)F)c2)on1 (stereo unspecified),0.9,0.9,0.3,-15,4,-8,-1.6,-2,26,4
COc1ccc(NC(=O)CSc2ncn[nH]2)c([N+](=O)[O-])c1,-0.4,·,0.7,7,-6,7,-2.6,-3,2,-23
O=C(COC(=O)c1ccc[nH]c1=O)Nc1cc(S(=O)(=O)N2CCCCC2)ccc1Cl,0.5,1.9,-1.5,16,3,-4,-0.4,0,0,9
COCCNC(=O)c1ccc2c(c1)S(=O)(=O)c1cc(Cl)ccc1C2=O,-0.3,1.1,5.2,·,·,8,-0.5,-3,3,-2
COc1ccccc1CN1C[C@@H]2C[C@@H](c3cccc(O)c3)N3CCC[C@@]23C1=O,·,0.2,0.0,-6,2,-11,-0.3,8,0,-2
CC(=O)Nc1cc(NC(C)=O)cc(C(=O)NC(C)(C)C)c1,i,·,-2.0,21,1,2,0.4,0,-9,-6
Cc1nc(C(=O)NNC(=O)Nc2ccccc2)cs1,0.3,0.9,0.1,-5,0,3,-1.1,-28,-14,-7
NC(=O)c1c(NC(=O)c2c(F)cccc2F)sc2c1CCN(Cc1ccccc1)C2,-1.2,0.6,0.6,21,-2,5,-1.4,2,7,-3
CCN1CCN(C(=O)CN(C)S(=O)(=O)c2ccc(Cl)cc2)CC1,-0.2,·,-1.0,-37,-4,3,?,-6,-3,-6
Cc1ccc(CNc2ccc3c(c2)OCO3)cc1,i,·,0.6,-21,-8,0,17,-17,·,33
NC1=NC(=Nc2cccc(Cl)c2)c2ccccc21,3.6,·,-1.8,-4,-1,-13,0.1,0,-12,6
CC1(C)CC(=O)C=C(Nc2ccc([N+](=O)[O-])cc2)C1,-0.4,2.5,-0.9,29,3,-2,0.2,0,15,-2
COc1ccc(-n2nc3c(c2NC(=O)C(C)Cl)CSC3)cc1 (stereo unspecified),-0.5,1.6,-0.1,-2,-3,3,0.1,2,13,-7
COc1ccc(CN2C[C@@H](CO)O[C@@H](n3cnc4c(NC5CCC5)ncnc43)C2)cc1,-0.3,0.6,·,·,·,-8,-0.4,-11,-5,·
CCCCn1c(N)c(N(CCOC)C(=O)c2sc3cc(F)ccc3c2Cl)c(=O)[nH]c1=O,i,-0.2,1.4,·,·,9,2.0,-2,1,-18
COC(=O)[C@]1(C)N[C@H](CN(C)C(=O)Nc2ccc(C)cc2)[C@@H]2C(=O)N(Cc3ccccc3)C(=O)[C@@H]21,i,0.1,-1.5,·,·,21,0.2,4,19,-5
Cc1ccc(Cn2ccc(-c3cnc(-c4ccccc4)s3)n2)cc1,-2.8,·,-1.1,-27,5,42,-0.3,-2,-15,-20
O=C(Nc1nccs1)c1ccc2c(c1)C(=O)N(Cc1cccnc1)C2=O,-0.9,2.0,0.9,26,-5,0,0.4,-1,6,-15
COC(=O)c1cc(NC(=S)N2CCN(C(=O)C3CCCO3)CC2)cc(C(=O)OC)c1 (stereo unspecified),-0.2,4.0,-2.1,13,-1,4,0.3,2,9,-14
COc1ccc(C2/C(=C(/O)c3ccc(Cl)cc3)C(=O)C(=O)N2CCN2CCOCC2)c(OC)c1 (stereo unspecified),i,·,-0.6,29,5,5,-0.8,-3,0,·
CCN(CC(=O)NCCCN1CCOCC1)S(=O)(=O)c1ccc(Cl)cc1,-0.2,0.8,0.0,7,-6,2,-0.7,6,-10,-8
O=C1C(=C(I)I)c2ccccc2-c2ccccc21,-0.8,-0.3,-0.1,·,·,-15,1.1,-14,95*,81*
CCCc1cc(=O)[nH]c(Nc2ccc(Cl)cc2)n1,i,2.3,0.1,33,-3,0,-0.6,-6,0,-2
CCCc1nc2ccc(Br)cn2c1Cc1ccccc1OC,·,-0.4,·,·,·,·,3.6,-9,2,·
COc1ccc(S(=O)(=O)N2CCN(Cc3cc(OC)c(OC)cc3OC)CC2)cc1,-0.9,1.3,-0.3,-2,-5,3,-0.4,3,5,4
